Screening results: PubChem BioAssay, National Center for Advancing Translational Sciences (NCATS)
FEN1 inhibitor: human FEN1 inhibition | P39748 | Recombinant FEN1 flap cleavage, fluorescence, 15 min | Potency, µM (series often up to 114 µM), for the others: top-dose activity change, negative = inhibition, actives largely listed as inhibitors | 390,000 compounds, 0.35% hits | AID 588795; note: nearly all actives have a fitted effect of over 65% in size
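FEN1 at 10 nM, compound pretreatment for 15 min (room temperature), 50 nM final substrate to initiate; endpoint reads at 0 and 15 min; DMSO-only plates used as vehicle background.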
N370S GC mod: inhibits or activates N370S mutant glucocerebrosidase; N370S GC spleen homogenate, 4MU-glucoside fluorescence; Potency, µM (titrated, usually from 59.4 µM), for the others: top-dose activity change, negative = inhibition, actives largely listed as inhibitors; 330,000 compounds, 0.092% hits;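 note: 0% = full enzyme activity and -100% = no enzyme basal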
GCN5L2 inh: GCN5L2 (KAT2A) acetyltransferase inhibition | Potency, µM (doses to about 58.9 µM), without a hit: at the highest dose activity change, negative = inhibition, actives largely listed as inhibitors | 390,000 compounds, 0.21% hits | Q92830 | GCN5L2 HAT assay, ThioGlo1 CoA-SH fluorescence
Target sequence (Q92830 whole entry, looked up): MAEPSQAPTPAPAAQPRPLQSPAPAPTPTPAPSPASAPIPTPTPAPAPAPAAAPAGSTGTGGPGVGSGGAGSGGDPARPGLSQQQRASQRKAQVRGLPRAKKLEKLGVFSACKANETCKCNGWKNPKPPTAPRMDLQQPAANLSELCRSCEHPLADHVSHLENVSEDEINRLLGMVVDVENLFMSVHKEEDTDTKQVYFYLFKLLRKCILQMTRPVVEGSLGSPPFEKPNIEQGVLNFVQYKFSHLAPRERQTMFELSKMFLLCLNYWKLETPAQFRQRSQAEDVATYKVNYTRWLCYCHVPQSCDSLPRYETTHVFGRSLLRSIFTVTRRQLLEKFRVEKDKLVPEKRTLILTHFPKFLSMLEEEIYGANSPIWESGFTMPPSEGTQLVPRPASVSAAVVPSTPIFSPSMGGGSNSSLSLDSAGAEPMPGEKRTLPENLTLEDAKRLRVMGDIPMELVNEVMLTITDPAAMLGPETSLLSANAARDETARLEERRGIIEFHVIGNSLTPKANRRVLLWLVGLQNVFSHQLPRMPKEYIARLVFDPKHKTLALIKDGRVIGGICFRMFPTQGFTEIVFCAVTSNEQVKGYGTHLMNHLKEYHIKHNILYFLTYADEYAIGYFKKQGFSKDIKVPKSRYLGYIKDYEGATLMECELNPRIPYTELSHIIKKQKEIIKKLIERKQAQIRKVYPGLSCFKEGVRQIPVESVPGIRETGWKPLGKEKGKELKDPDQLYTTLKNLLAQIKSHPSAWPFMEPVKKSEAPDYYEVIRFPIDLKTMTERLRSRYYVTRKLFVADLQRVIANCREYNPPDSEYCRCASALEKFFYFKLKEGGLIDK
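Fluorescence readout, Ex340nm/Em540nm: ThioGlo1 (50uM final) reacts with free CoA thiol released as 20nM GCN5L2 acetylates H3(1-25) peptide (75uM) using acetyl-CoA (70uM). Compound and enzyme sat 15 min beforehand; 20 min room-temperature reaction.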
* marks the source's active call; other numbers are inactive results; u = inconclusive; x = not tested or not shown; & = joins results of further samples; [ ] = remark or other dose. Calls come from the whole dose curve; as a rule, active = well fitted curve in the direction sought with a large enough effect; inconclusive = small, poorly fitted or top-dose-only effect, or another doubt; inactive = no such curve, though single readings can be large; an effect the other way counts as inactive or inconclusive. Unless noted, % is set by controls: 0 for no effect and ±100 for the full control effect; potency is the fitted concentration of half-maximal effect. An excerpt (hit frequency here may not be typical).

Molecule	N370S GC mod	GCN5L2 inh	FEN1 inhibitor
Cc1ccc(-n2[nH]c(C)c(C=Nc3ccc(S(=O)(=O)N4CCOCC4)cc3)c2=O)c(C)c1	-5%	29%	x
Cc1c(Br)c([N+](=O)[O-])nn1CCCC(=O)NC(C)c1ccccc1 (stereo not given)	-1%	-2%	-5%
COc1ccc(/C=C/C(=O)N2CCCc3ccccc32)cc1	18%	-13%	0%
CN1C(=O)C(Cc2c[nH]c3ccccc23)NC1=S (stereo not given)	-1%&-14%	-22%	x
COc1ccc2oc(=O)c(-c3cn4c(n3)sc3cc(F)ccc34)cc2c1	x	-3%	21%
COC(=O)c1ccccc1NC(=O)CSc1nc2ncccc2[nH]1	5%	-11%	-5%
COCCN(C(=O)COC(=O)Cc1coc2cc(C)ccc12)c1c(N)n(Cc2ccccc2)c(=O)[nH]c1=O	-14%	-12%	-11%
CCOC(=O)c1c(NC(=O)C2c3ccccc3Oc3ccccc32)sc(C(C)=O)c1C	-4%	-11%	2%
CCN(C(=O)c1ccc2c(=O)n3c(nc2c1)CCCCC3)c1cc(OC)ccc1OC	-2%	-6%	10%
CCN(CC)Cc1c(C(=O)N/N=C/c2c(Cl)cccc2Cl)nnn1-c1nonc1N	-8%	-1%	14%
CC(c1ccon1)N(C)C(=O)c1ccc(OC2CCN(C(=O)C3CC3)CC2)cc1 (stereo not given)	7%	1%	0%
O=C(O)COc1ccccc1/C=N/NC(=O)c1cc(-c2ccccc2)nc2ccccc12	4%	2%	-1%
Cc1ccc2cc(CN(C)S(C)(=O)=O)c(=O)[nH]c2c1	1%	-4%	-7%
S=C(Nc1ccccc1)N1CCCCC1	2%	32%[activator]	0%
CCCC(=O)Nc1c2c(nn1-c1ccc(OC)cc1)CS(=O)C2 (stereo not given)	-1%	-4%	0%
CCc1nn(CC(=O)NC2CCN(Cc3ccccc3)CC2)c(=O)c2cc3cc(F)ccc3n12	-1%	-5%	-12%
O=C(CN1C(=O)COc2ccc(Cl)cc21)Nc1ccc(F)cc1	x	2%	13%
CCCC(=O)N(c1ccc(C(=O)O)cc1)c1nc(-c2ccccc2)c(C)s1	-5%	-6%	15%
Cn1ccnc1SCC(=O)NC1(C#N)CCCCC1	-5%	2%	-10%
CCCCCc1c(C)nc(N2CCN(Cc3ccc4c(c3)OCO4)CC2)[nH]c1=O	4%	-1%	-7%
CCC(C)NC(=O)c1[nH]c(C)c(C(=O)OC)c1C (stereo not given)	3%	-23%	-9%
COc1ccc(C(=O)N2CCN(c3nc4cc(C)ccc4cc3C#N)CC2)c(OC)c1	-2%	-25%	13%
CCOC(=O)c1ccc(-c2ccc(-c3cc(=O)oc4cc(OC)c(OC)c(OC)c34)cc2)cc1	4%	-13%&6%	11%
Cc1ccc2nc(SCC(=O)c3ccc(Cl)cc3)nc(=O)n2c1	11%	-6%	1%
COc1ccc(-n2c(=O)c3c4c(sc3n(Cc3ccc(C)cc3C)c2=O)CCC4)c(OC)c1	x	-7%	3%
CCc1ccccc1N1C(=O)C(Cl)=C(N2CCOCC2)C1=O	0%	-14%	25%
CC(=O)c1ccc(-c2cccc(C3C4C=CCCC4(C)C(=O)N3Cc3ccccc3)c2)cc1 (stereo not given)	4%	x	-5%
O=C(Nc1ccccn1)c1nc(-c2ccccc2)n(-c2ccccc2)n1	9%	-12%	4%
O=C(Nc1ccccc1C(=O)Nc1cccnc1)c1ccccc1	7%	-5%	2%
Cc1ccc(C)c(COC(=O)CCN=C2NS(=O)(=O)c3ccccc32)c1	-3%	-1%	12%
COc1cc(CCC(=O)N2CCN(c3ncccn3)CC2)cc(OC)c1OC	-9%	-3%	-3%
CC(Oc1ccc(C#N)cc1)C(=O)N1CC=C(c2ccccc2)CC1 (stereo not given)	x	-4%	-21%

In a second layout: results already given
Below each SMILES: N370S GC mod | GCN5L2 inh | FEN1 inhibitor
O=C(CN1C(=O)COc2ccc(Cl)cc21)Nc1ccc(F)cc1
 : x | 2% | 13%
CCCC(=O)N(c1ccc(C(=O)O)cc1)c1nc(-c2ccccc2)c(C)s1
 : -5% | -6% | 15%
Cn1ccnc1SCC(=O)NC1(C#N)CCCCC1
 : -5% | 2% | -10%
CCCCCc1c(C)nc(N2CCN(Cc3ccc4c(c3)OCO4)CC2)[nH]c1=O
 : 4% | -1% | -7%
CCC(C)NC(=O)c1[nH]c(C)c(C(=O)OC)c1C (stereo not given)
 : 3% | -23% | -9%
COc1ccc(C(=O)N2CCN(c3nc4cc(C)ccc4cc3C#N)CC2)c(OC)c1
 : -2% | -25% | 13%
CCOC(=O)c1ccc(-c2ccc(-c3cc(=O)oc4cc(OC)c(OC)c(OC)c34)cc2)cc1
 : 4% | -13%&6% | 11%
Cc1ccc2nc(SCC(=O)c3ccc(Cl)cc3)nc(=O)n2c1
 : 11% | -6% | 1%
COc1ccc(-n2c(=O)c3c4c(sc3n(Cc3ccc(C)cc3C)c2=O)CCC4)c(OC)c1
 : x | -7% | 3%
CCc1ccccc1N1C(=O)C(Cl)=C(N2CCOCC2)C1=O
 : 0% | -14% | 25%
CC(=O)c1ccc(-c2cccc(C3C4C=CCCC4(C)C(=O)N3Cc3ccccc3)c2)cc1 (stereo not given)
 : 4% | x | -5%
O=C(Nc1ccccn1)c1nc(-c2ccccc2)n(-c2ccccc2)n1
 : 9% | -12% | 4%
O=C(Nc1ccccc1C(=O)Nc1cccnc1)c1ccccc1
 : 7% | -5% | 2%

Going on with the list.
Molecule	N370S GC mod	GCN5L2 inh	FEN1 inhibitor
COc1ccccc1CNS(=O)(=O)c1cc(Br)cc2c1N(C(=O)C1CC1)CC2	x	-6%	-2%
Cc1cc(C)cc(OCC(=O)Nc2ccncc2)c1	-2%	-20%	19%
O=C(O)C/C(=C\c1ccc(Cl)cc1)c1nc2ccccc2o1	2%	-15%	2%
COC(=O)CNC(=O)c1cc(-c2ccncc2)nc2c(C)c(Cl)ccc12	-9%	1%	u
CCOc1ccc(CCNC(=O)C(C)n2nc(C)c3c(C)n(-c4ccccc4)nc3c2=O)cc1 (stereo not given)	2%	2%	4%
CCOc1ccc(NC(=O)Cn2ncc3c2-c2cc(C)ccc2OC3)cc1	x	0%	10%
Cc1ccc(C(=O)CSc2nc3ccccc3c(=O)n2-c2ccccc2)s1	12%	-3%	-4%
O=C1C(C2=C(O)c3ccccc3C2=O)=Nc2ccccc21	-7%	-3%	-21%
O=C(NCCCN1CCCC1=O)C(=O)NCC1OCCCN1S(=O)(=O)c1cc(F)ccc1F (stereo not given)	-20%	-8%	8%
Cc1cc(NC(=O)CCC(=O)N(CC(=O)NC2CCCC2)Cc2ccc3c(c2)OCO3)no1	12%	-3%	14%
NC(=O)CSCc1cccc(Br)c1	13%	-2%	2%
CCC(C)Sc1nnc(CSc2nc(C)cc(C)n2)n1C (stereo not given)	8%	-2%	0%
CC1CN(C(=O)N2CCC(C(=O)NCCC3=CCCCC3)CC2)c2ccccc2O1 (stereo not given)	x	-5%	17%
CCCOC(=O)C1=C(C)NC2=C(C(=O)CCC2)C1c1ccc(N(C)C)cc1 (stereo not given)	28%	-16%	6%
CCn1c(CC(=O)Nc2ccc(C)cc2)nnc1SCC(=O)N1CCOCC1	-10%	2%	2%
CC1=C(C(N)=O)C(c2cccs2)NC(=S)N1 (stereo not given)	16%	-8%	0%
CN(C)C(=O)CCc1ccc2c3c([nH]c2c1)[C@]1(CCC2CCCC2)[C@@H](C(=O)N2CCOCC2)C[C@H](CC(=O)NCc2cccc(C(F)(F)F)c2)C(=O)N1CC3	x	-7%	u
CC(=O)NCCNc1nc2c(S(=O)(=O)c3ccc(C)c(C)c3)nnn2c2ccc(Cl)cc12	x	-5%	-7%
Cc1ccc(NC(=O)NC2=NN(c3ccccc3)C(=O)/C2=C2/CCCN2C)cc1	-6%	-15%	10%
CC(C)c1ccc(N2C(=O)N(Cc3ccccc3Cl)c3ccccc3S2(=O)=O)cc1	x	-8%	12%
O=C(Cn1c(=O)oc2cc(S(=O)(=O)N3CCCCC3)ccc21)N1CCCCC1	0%	-9%	-13%
CCc1ccccc1NC(=S)N(Cc1ccc(C(=O)O)cc1)Cc1ccc(OC)c(OC)c1	0%	-3%	-9%
CCC(=O)Nc1cc(-c2nn3c(C)nnc3s2)ccc1C	2%	-5%	-2%
CNC(=O)C(=O)NCC1OCCN1S(=O)(=O)c1ccc(C)cc1 (stereo not given)	0%	-6%	-1%
c1ccc(Nc2ncnc3sccc23)cc1	4%	3%	-13%
OC(C#CCN1CCCC1)(c1ccccc1)c1cccc(F)c1 (stereo not given)	-11%	-1%	-1%
NC(=O)c1snnc1-c1ccccc1	18%	3%	-5%
CCCCCCCSc1nnc(-c2ccccc2N)c(=O)[nH]1	14%	-8%	-3%
CC(OC(=O)c1cc2ccccc2o1)C(=O)Nc1ccc(N2CCOCC2)cc1 (stereo not given)	x	-6%	-19%
O=C(Cn1ncc2c3ccccc3n(Cc3ccc(Cl)cc3)c2c1=O)NC1CCCCCC1	x	-3%	1%
C=C1c2cccc(C(F)(F)F)c2O[C@H](C(=O)OCC)[C@@H]1CCCCCC	5%[89.1 µM]	13%[88.6 µM]	x
CCOc1ccc(NC(=O)CSc2ccccc2N)cc1	1%	-10%	-2%
O=C(N/N=C/c1ccc(OCC(=O)N2CCOCC2)cc1)c1ccccc1Cl	3%	-1%	3%
CCOc1ccc(N2C(=O)CC(Sc3nc(C)cc(C)n3)C2=O)cc1 (stereo not given)	-3%	-6%	7%
CCCOc1ccc(CNC(=O)CCC(=O)n2ncc3cc(C)ccc32)cc1	1%	-64%	-4%
Cc1nn(-c2ccccc2)c(C)c1C(=O)NCCc1ccccc1	-4%	-5%	1%
COc1ccc(CC(=O)N2CCN(C(=O)Cc3ccc(OC)cc3)CC2)cc1	2%	5%	-2%
CNC(=S)Nc1ccc(N2CCN(c3ccc(C(F)(F)F)cn3)CC2)nc1	-18%	-1%	6%
COc1cc(OC)c(NC(=O)C2CCN(C(=O)c3sc4nc[nH]c(=O)c4c3C)CC2)cc1Cl	x	-14%	13%
Cc1cccc(C(=O)N2CCN(S(=O)(=O)c3ccc4c(c3)OCCCO4)CC2)c1[N+](=O)[O-]	-27%	-5%	0%
O=C(NCCN1C(=O)S/C(=C/c2cccnc2)C1=O)c1cccs1	x	1%	1%
Cc1nc2ccc(NC(=O)N(C(C)C)C(C)C)cc2s1	4%	-1%	11%
Cc1cccc(-c2noc(-c3ccc(N4CCCC4)c([N+](=O)[O-])c3)n2)c1	x	-8%	-1%
C[C@]12c3[nH]c4ccc(Cl)cc4c3CCN1C(=O)[C@@H](CC(=O)NCCC1=CCCCC1)C[C@@H]2C(=O)N1CCCCC1	x	0%	14%
CCOCCCNC(=O)C1(O)c2cc(Br)ccc2NC(=O)N1c1ccc(C)c(C)c1 (stereo not given)	-8%	5%	-8%
C=CC(C1=CC(=O)C(OC)=C(OC)C1=O)c1ccccc1 (stereo not given)	u	-25%	x
CSc1ncccc1C(=O)OCc1ccccc1	5%[2.35 µM]	-6%	-1%
COc1ccc(-c2cn3cc(Cl)ccc3n2)cc1OC	-25%	-3%	u
O=C(O)c1ccc(CSCc2c(F)cccc2Cl)o1	8%	-4%	-8%
Cc1cccnc1NC1(C(F)(F)F)N=C(c2ccccc2)NC1=O (stereo not given)	-12%	2%	-1%
COc1ccc(C(=O)N2CCC3(CCCN(c4ccncc4)C3)CC2)cc1	-4%	-11%	x
NC(=O)C1CN(S(=O)(=O)c2ccc(Cl)cc2F)c2ccccc2O1 (stereo not given)	-8%	-1%	-16%
COc1cscc1C(N)=O	7%	-3%	20%
CCOC(=O)CCc1c(C)nc2cc(C3CCCN(C(=O)OC(C)(C)C)C3)[nH]n2c1=O (stereo not given)	-4%	0%	3%
Cc1ccc(-n2c(=O)c3c(n4cnnc24)-c2ccccc2CC32CCCCC2)cc1	-3%	-2%	-6%
CCC(=O)C1=C(c2ccccc2)N(C(=O)CC)n2c(nnc2C2CCCCC2)S1	x	-7%	-10%

(listing goes on)
Molecule	N370S GC mod	GCN5L2 inh	FEN1 inhibitor
CCCS(=O)(=O)N1CCCC(C(=O)NCCCOCC)C1 (stereo not given)	5%	-16%	-7%
COc1ccc(N2CCN(CCCNC(=O)c3ccc(CS(=O)(=O)c4ccc(Cl)cc4)o3)CC2)cc1	-14%	-20%	-14%
CCOC(=O)Cc1c[nH]c2ccccc12	2%	-3%	6%
Cc1cccc(OCC(=O)NCC(=O)N/N=C/c2ccc(N(C)C)cc2)c1	-16%	3%	-2%
